XiGFP reactiv: activators of inactive X chromosome reactivation, primary screen, imaging, XiGFP fibroblasts, GFP high-content imaging, set 2; activation, % at 7.58 µM; XiGFP mouse fibroblasts, % GFP-positive cells imaging, 3 d; cells co-treated with 5-aza-dC sensitizer; scaled so ellipticine positive control = 100%; 360,000 tested, 0.055% active; AID 743238, 2013;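 active = mean normalized replicate activation at least 10% and every replicate at or above 10%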;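 note: 0% = median of on-plate neutral control wells and 100% = ellipticine 6 µM median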
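System: 68-5-11 XiGFP fibroblast line; Timing: 3 days compound exposure; Compound dosing: one concentration, pinned; Benchmarks: positive control ellipticine, 6 µM final; Buffer or medium: DMEM containing 5-aza-dC.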
E-sel inducer: E-selectin induction in HUVECs, primary screen, imaging, HUVEC, immunofluorescence imaging, single point. P16581. normalized: neutral wells 0, TNF-alpha wells 100. activation, % at 7.58 µM. 260,000 tested, 0.37% active;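 active = mean E-selectin-positive cell signal at least 10% of the positive control, reached in at least 60% of replicates, without over 20% cell loss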;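 note: in these data hits start at about 27%; measured in HUVEC primary endothelial cells; signal is the percent of cells scored E-selectin positive by PE staining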
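assay system = HUVEC, human umbilical vein endothelial cells | input = 3,000 HUVEC seeded per well | medium = EGM-2 growth medium on 0.1% gelatin-coated wells | dosing = one compound dose added by pin transfer | signal = immunofluorescence imaging | read-out basis = % PE-positive cells | control set = TNF-alpha, DMSO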
ERp5 block: inhibitors of ERp5-driven insulin aggregation, primary screen, biochemical, turbidity, absorbance 650 nm, single point | AID 651711, 2012 | 350,000 tested, 0.05% active | inhibition, % at 9.99 µM | 90 min | Protein disulfide-isomerase A6 (Homo sapiens), Q15084;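 active = mean replicate inhibition above about 25%, with every replicate also reaching it, limit read from the data, passing the limit was not always enough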
RAD52 inh: RAD52 DNA annealing inhibitors, primary screen, biochemical, FRET, single point, set 2; DNA repair protein RAD52 homolog (Homo sapiens), P43351; recombinant RAD52 DNA annealing, FRET fluorescence; inhibition, % at 18.7 µM; 360,000 tested, 0.46% active; AID 651710, 2012;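 active = every replicate showing at least 50% inhibition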
esBAF inh: Bmi1 luciferase reporter increase in mESCs, primary screen, esBAF inhibitor project, mouse ES cells, Bmi1 luciferase knock-in, single point. 24 h; 100% = twice the neutral-well signal. reporter increase, % at 12.5 µM. 350,000 tested, 2% active. AID 602393, 2012; in the data active = activation above about 40%;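 note: 0% = median of the plate's neutral control wells and 100% = double that signal; a rise in the Bmi1 reporter signal indicates esBAF inhibition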
S100A4 inh HTS: inhibitors of S100A4-myosin IIA peptide binding, primary screen, biochemical, fluorescence polarization, TAMRA-MyoIIA peptide; inhibition, % at 10.7 µM; AID 652163, 2013; Protein S100-A4 (Homo sapiens), P26447; 360,000 tested, 0.14% active;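 active = mean inhibition of at least 70% across replicates, with every replicate also reaching that level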
Target sequence (P26447 whole entry, looked up): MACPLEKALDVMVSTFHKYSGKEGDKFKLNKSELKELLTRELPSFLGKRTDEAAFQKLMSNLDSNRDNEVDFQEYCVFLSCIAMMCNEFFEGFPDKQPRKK
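System – human S100A4 monomer protein, biochemical binding assay · Buffer or medium – Calcium-containing HEPES buffer, pH 7.2 · Timing – 5 min between mix addition and reading · Also added – TAMRA-labelled myosin IIA heavy-chain peptide probe, 5 nM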
RAD54 inh: inhibitors of human RAD54 branch migration, primary screen, biochemical, fluorescence, single point; DNA repair and recombination protein RAD54-like (Homo sapiens), Q92698; RAD54 Holliday junction branch migration, FAM/BHQ fluorescence; inhibition, % at 10.4 µM; 360,000 tested, 0.14% active;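 active = mean normalized replicate activity at least 40 and at least half of replicates scoring 40 or more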;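 note: 0% = median of neutral control wells and 100% = median of positive control wells; inhibitors cause a drop in the FAM fluorescence signal; in these data hits start at about 50%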
Target sequence (Q92698 whole entry, looked up): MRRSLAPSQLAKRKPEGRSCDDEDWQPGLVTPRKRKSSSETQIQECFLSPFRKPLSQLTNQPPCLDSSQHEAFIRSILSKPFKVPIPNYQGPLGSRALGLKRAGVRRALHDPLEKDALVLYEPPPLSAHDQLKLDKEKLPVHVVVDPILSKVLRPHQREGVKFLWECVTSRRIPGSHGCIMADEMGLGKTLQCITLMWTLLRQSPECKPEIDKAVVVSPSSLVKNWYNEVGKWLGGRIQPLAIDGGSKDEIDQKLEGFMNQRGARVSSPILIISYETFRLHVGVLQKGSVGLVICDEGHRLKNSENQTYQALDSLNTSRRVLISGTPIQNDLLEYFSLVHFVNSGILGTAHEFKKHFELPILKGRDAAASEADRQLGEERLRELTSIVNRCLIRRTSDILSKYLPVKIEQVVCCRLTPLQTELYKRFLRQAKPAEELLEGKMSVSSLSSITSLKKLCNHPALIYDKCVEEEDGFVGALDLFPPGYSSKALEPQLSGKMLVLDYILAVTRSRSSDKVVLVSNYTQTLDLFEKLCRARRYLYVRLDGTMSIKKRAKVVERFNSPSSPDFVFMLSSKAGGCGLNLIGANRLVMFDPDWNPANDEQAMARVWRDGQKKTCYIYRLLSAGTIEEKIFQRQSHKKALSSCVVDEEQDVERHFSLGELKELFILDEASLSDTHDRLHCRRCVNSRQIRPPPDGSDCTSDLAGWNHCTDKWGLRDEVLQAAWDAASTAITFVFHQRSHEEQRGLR
ERAP1 HTS inh: human ERAP1 aminopeptidase inhibitors, primary screen, biochemical, single point, plate reader; 340,000 tested, 0.15% active; Endoplasmic reticulum aminopeptidase 1 (Homo sapiens), Q9NZ08; AID 652197, 2013; recombinant ERAP1, Leu-AMC fluorescence, 60 min; inhibition, % at 10.7 µM;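 active = mean replicate inhibition of at least 30%, or all replicates individually reaching that 30% level; inactive = mean below 30% and not every replicate reaching it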;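 note: 0% = neutral control wells and 100% = L-leucinethiol positive control wells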
An asterisk follows results filed as active; x = no result given. Outcome played no part in choosing rows; about 2.5% have a hit in one of these screens.

SMILES	XiGFP reactiv	E-sel inducer	ERp5 block	RAD52 inh	esBAF inh	S100A4 inh HTS	RAD54 inh	ERAP1 HTS inh
COc1ccc(CCNC(=O)COC(=O)/C=C/c2ccc(OCC#N)c(OC)c2)cc1OC	0.0	x	-10	-5	x	2	x	-7
Cc1cccc(C(=O)OCC(=O)NCCCc2ccccc2)c1O	0.0	x	2	-2	3	1	1	-1
C[C@@H]1CN([C@H](C)CO)C(=O)Cc2cc(NS(=O)(=O)c3cccs3)ccc2O[C@H]1CN(C)C(=O)NC1CCCCC1	-0.9	-0.1	5	7	-3	-3	8	0
CN(C)c1ccc2c(c1)[C@@H]1C[C@H](CC(=O)NCCN3CCCCC3)O[C@@H](CO)[C@@H]1O2	0.4	0.8	-1	40	1	-2	13	-1
CNC[C@@H]1Oc2ccc(NC(=O)NC3CCCCC3)cc2CC(=O)N([C@H](C)CO)C[C@H]1C	0.1	0.0	7	-5	0	-1	-1	-3
COCCCn1c(C)cc(C(=O)COC(=O)C23CC4CC(CC(O)(C4)C2)C3)c1C	0.3	-0.1	2	-5	24	-2	11	4
C[C@H](CO)N1C[C@H](C)[C@H](CN(C)C(=O)Nc2ccc3c(c2)OCO3)Oc2ccc(NC(=O)C3CCCCC3)cc2C1=O	0.3	-4.3	-2	4	2	-2	-4	5
CC(=O)c1cccc(S(=O)(=O)Nc2cccnc2)c1	0.3	x	1	1	-4	1	-2	-5
CC(=O)c1oc2ccccc2c1NC(=O)CCCN1C(=O)c2ccccc2C1=O	0.2	x	-5	0	-6	5	-4	1
Cc1cc(C)n2c(Nc3ccc4c(c3)OCCO4)c(CCc3ccccc3)nc2n1	0.0	-0.2	-5	8	x	-3	x	10
C/C=C/c1ccc([C@@H]2[C@@H](CO)N(C(C)=O)[C@H]2CN(C)C(=O)NC2CCCC2)cc1	0.1	-0.2	0	-4	-6	-3	-1	3
C[C@@H]1CN([C@@H](C)CO)C(=O)c2cc(C#C[C@@H](C)O)cnc2O[C@@H]1CN(C)Cc1cccc(C(=O)O)c1	-0.4	0.3	-2	-14	0	4	1	5
CNC(=S)NNC(=O)c1cccc(C(F)(F)F)c1	x	x	4	-8	-5	3	-7	-2
CCOC(=O)c1sc2nc(C)nc(SCC(=O)N(CC)C3CCS(=O)(=O)C3)c2c1C (stereo unspecified)	0.0	x	4	-13	x	4	x	-2
CCOCCCN1C(=O)CN(C2CCC(C)CC2)C(=O)C1c1ccc(C)cc1 (stereo unspecified)	0.0	0.0	-7	7	x	-2	x	-3
CCOc1ccc(C2C(C#N)=C(N)Oc3nc[nH]c(=O)c32)cc1 (stereo unspecified)	0.0	x	-7	9	x	4	x	-18
Cc1ccc(S(=O)(=O)N2CCN(C(=O)COC(=O)CCOc3cc(C)ccc3C)CC2)c(C)c1	0.0	-0.3	6	-12	-3	-3	-8	3
O=C(CCN1CCCCC1)N[C@H]1CC[C@H](CCn2cc(-c3cccc(F)c3)nn2)O[C@@H]1CO	0.1	-0.2	6	3	3	14	5	-1
CC(C)COc1ccc(C(=O)NC(=S)Nc2ccc(CN3CCOCC3)cc2)cc1	0.0	x	-1	2	x	4	x	3
O=c1cc(CO)oc(C(Nc2ccccn2)c2ccccc2Cl)c1O (stereo unspecified)	0.7	1.1	7	-17	x	3	x	-4

4 records picked at random from those above, as already listed:
SMILES	XiGFP reactiv	E-sel inducer	ERp5 block	RAD52 inh	esBAF inh	S100A4 inh HTS	RAD54 inh	ERAP1 HTS inh
Cc1ccc(S(=O)(=O)N2CCN(C(=O)COC(=O)CCOc3cc(C)ccc3C)CC2)c(C)c1	0.0	-0.3	6	-12	-3	-3	-8	3
C/C=C/c1ccc([C@@H]2[C@@H](CO)N(C(C)=O)[C@H]2CN(C)C(=O)NC2CCCC2)cc1	0.1	-0.2	0	-4	-6	-3	-1	3
CC(C)COc1ccc(C(=O)NC(=S)Nc2ccc(CN3CCOCC3)cc2)cc1	0.0	x	-1	2	x	4	x	3
COCCCn1c(C)cc(C(=O)COC(=O)C23CC4CC(CC(O)(C4)C2)C3)c1C	0.3	-0.1	2	-5	24	-2	11	4

Single records, from the list above. Screens in order: XiGFP reactiv	E-sel inducer	ERp5 block	RAD52 inh	esBAF inh	S100A4 inh HTS	RAD54 inh	ERAP1 HTS inh
Shown for O=C(CCN1CCCCC1)N[C@H]1CC[C@H](CCn2cc(-c3cccc(F)c3)nn2)O[C@@H]1CO = 0.1	-0.2	6	3	3	14	5	-1
Shown for CCOc1ccc(C2C(C#N)=C(N)Oc3nc[nH]c(=O)c32)cc1 (stereo unspecified) = 0.0	x	-7	9	x	4	x	-18
Shown for Cc1cccc(C(=O)OCC(=O)NCCCc2ccccc2)c1O = 0.0	x	2	-2	3	1	1	-1

New compounds follow
SMILES	XiGFP reactiv	E-sel inducer	ERp5 block	RAD52 inh	esBAF inh	S100A4 inh HTS	RAD54 inh	ERAP1 HTS inh
COc1ccc(NC(=O)N(C)C[C@H]2Oc3ccc(NS(=O)(=O)c4c(C)noc4C)cc3CC(=O)N([C@@H](C)CO)C[C@H]2C)cc1	0.3	x	-10	12	-1	6	9	-3
CCCCCNC(=O)c1c[nH]c2ccc(S(=O)(=O)N3CCC4(CC3)OCCO4)cc2c1=O	0.0	1.5	2	-13	x	-3	x	-3
O=C(c1[nH]c(C(F)(F)F)nc1-c1ccccc1)N1CCN(C(=O)C2CCCO2)CC1 (stereo unspecified)	0.0	x	2	-5	0	2	0	-2
CCC(=O)Nc1ccc2c(c1)C(=O)N(C)C[C@H](OC)[C@@H](C)CN(CC1CCCCC1)[C@H](C)CO2	0.5	0.0	-1	18	8	-3	-1	-4
COc1ccccc1-n1cnnc1SCC(=O)Nc1cc(C)on1	0.1	x	0	-5	x	8	x	-2
C[C@@H]1CN([C@H](C)CO)S(=O)(=O)c2ccc(-c3ccncc3)cc2O[C@@H]1CN(C)S(=O)(=O)c1ccccc1F	-1.2	-0.5	2	-10	-6	2	6	0
O=C(NC1CCCC1)C1C(c2ccccc2)=Nc2ccccc2N1C(=O)c1cc(Cl)cc(Cl)c1 (stereo unspecified)	0.0	0.2	-7	-14	x	-2	x	0
COc1ccc(C2NCCc3c2[nH]c2ccccc32)cc1CSc1nc2ccccc2s1 (stereo unspecified)	0.1	-2.0	2	-3	x	-5	x	5
CSc1ccc(Cn2c(C)c(C(=O)NCc3cccc(C)c3)sc2=O)cc1	0.0	x	-7	-21	0	-2	-1	x
CCCOc1ccccc1NC(=O)/C=C/c1ccc(OC)c(S(=O)(=O)N2CCOCC2)c1	0.5	0.1	2	-17	-4	4	5	-5
CC(=O)NC(CC(=O)Nc1cccc(S(=O)(=O)N2CCOCC2)c1)c1ccccc1 (stereo unspecified)	0.1	-0.6	-4	-5	2	-8	1	-3
O=C(O)CNC(=S)N(Cc1ccccc1)Cc1cccs1	-0.1	x	-7	-16	x	8	x	-3
CN1CCC(N(C)S(=O)(=O)c2ccc(NC(=O)COc3ccc(F)cc3Cl)cc2)CC1	0.1	x	1	19	8	7	0	9
COc1ccc(C2c3ccc(O)cc3Oc3ncn(CCCO)c(=N)c32)cc1 (stereo unspecified)	0.2	x	-4	-11	x	0	3	0
CC(=O)c1cccc(N(CC(=O)NC2CCCC2)C(=O)CNC(=O)c2cccs2)c1	0.0	x	1	-2	-1	-1	-3	2
O=C(Nc1cccc(Cl)c1)N[C@H]1CC[C@H](CCNC(=O)C2CCC2)O[C@H]1CO	-0.3	-0.6	-9	1	3	-1	-16	3
CC(=O)CCN1C(=O)NC2(CCCc3ccccc32)C1=O (stereo unspecified)	0.4	x	-10	2	x	-2	3	2
C[C@H](CO)N1C[C@H](C)[C@H](CN(C)CC2CC2)Oc2ccc(NS(=O)(=O)c3ccccc3)cc2C1=O	-1.0	x	5	3	2	-64	0	3
COc1ccccc1NC(=O)NCc1ccccc1F	0.0	x	4	-6	x	0	x	-4
COc1ccccc1CC(=O)NCCc1ccccc1	-0.1	x	5	-17	2	1	4	0
Cc1nc2c(C)cccn2c1/C(O)=C1\C(=O)C(=O)N(CCN(C)C)C1c1ccncc1 (stereo unspecified)	x	x	-4	-14	2	0	-4	6
CCOC(=O)c1c2c3c(cccc3n(C)c1=O)C(=O)c1ccccc1-2	-0.1	x	2	-79	8	19	-5	-2
C[C@@H]1CN([C@H](C)CO)C(=O)Cc2cc(NC(=O)Nc3ccc(F)cc3)ccc2O[C@@H]1CN(C)S(=O)(=O)c1ccccc1	-0.1	-13	1	-27	0	8	-1	-3
NC(=O)C1CCN(C(=O)c2ccc(NS(=O)(=O)c3ccc(Br)s3)cc2)CC1	0.1	-0.1	-5	-1	-4	-12	-2	-1
Cc1ccc(CN2CCN(c3ccccc3Cl)CC2)o1	0.0	0.0	1	-5	x	-3	7	7
CCOc1cc(/C=C2\SC(=O)N=C2N)ccc1O	0.0	-0.1	-3	-8	x	-2	-5	-1
CN1C(=S)SC2CS(=O)(=O)CC21C (stereo unspecified)	0.4	3.2	0	6	x	-2	1	0
COc1ccc(C(=O)Nc2nc3ccc4nc(C)sc4c3s2)cc1	0.0	0.8	6	-16	5	-2	2	4

Copied from the list.
CCOC(=O)c1c2c3c(cccc3n(C)c1=O)C(=O)c1ccccc1-2 @ S100A4 inh HTS: 19
CN1C(=S)SC2CS(=O)(=O)CC21C (stereo unspecified) @ ERAP1 HTS inh: 0
NC(=O)C1CCN(C(=O)c2ccc(NS(=O)(=O)c3ccc(Br)s3)cc2)CC1 @ esBAF inh: -4
Cc1nc2c(C)cccn2c1/C(O)=C1\C(=O)C(=O)N(CCN(C)C)C1c1ccncc1 (stereo unspecified) @ ERAP1 HTS inh: 6
COc1ccc(C(=O)Nc2nc3ccc4nc(C)sc4c3s2)cc1 @ S100A4 inh HTS: -2
Cc1ccc(CN2CCN(c3ccccc3Cl)CC2)o1 @ ERp5 block: 1
CCOc1cc(/C=C2\SC(=O)N=C2N)ccc1O @ RAD54 inh: -5

From PubChem
